INS-1E ATP HTS: INS-1E beta cell protection from cytokine death; INS-1E cytokine-induced death, ATP luminescence, 48 h; normalised: neutral wells 0, positive control 100; protection from cytokine-induced ATP loss, % at 10 µM; 0.1% of 20,000 active;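 active means mean replicate protection from cytokine-induced ATP loss at least 50% and at least 75% of replicates each reaching 50%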
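Assay system: INS-1E rat cells / Quantity: 8000 cells per well / Medium: RPMI without phenol red, 5% FBS / Probe or stimulus: three-cytokine cocktail (IFN-γ, TNF-α, IL-1β) / Dosing: one compound concentration, pin transfer / Timing: 48 h co-treatment, 10 min post-lysis read / Technique: CellTiter-Glo luminescence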
T cruzi HTS: intracellular Trypanosoma cruzi inhibition; intracellular Trypanosoma cruzi in host cells, plate reader; 4.9% of 22,000 active; AID 651903; activity score (inhibition), % at 5.01 µM; in the data active means activity score above about 55%;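 further: parasites and compound incubated about four days before reading; 0% = median of neutral control wells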
* = called active by the depositor. Rows are unselected (roughly 4.8% active in at least one column).

Results for CC(C)NC(=O)Nc1ccc2c(c1)CC(=O)N([C@@H](C)CO)C[C@@H](C)[C@@H](CN(C)C(=O)Nc1ccc3c(c1)OCO3)O2 ?
INS-1E ATP HTS: 9; T cruzi HTS: -27

How did CNC[C@@H]1Oc2c(NC(=O)c3ccncc3)cccc2C(=O)N([C@@H](C)CO)C[C@H]1C do in these assays?
INS-1E ATP HTS: 8; T cruzi HTS: -4

Results for Cc1noc(C)c1S(=O)(=O)Nc1ccc2c(c1)C(=O)N([C@@H](C)CO)C[C@@H](C)[C@@H](CN(C)S(=O)(=O)c1ccccc1)O2 ?
INS-1E ATP HTS: 3; T cruzi HTS: 11

What do the screens show for `Cc1ccc(S(=O)(=O)Nc2ccc3c(c2)C(=O)N([C@H](C)CO)C[C@@H](C)[C@@H](CN(C)S(=O)(=O)c2c(C)noc2C)O3)cc1`?
INS-1E ATP HTS: 4; T cruzi HTS: -5

How did O=C(CCCCCC(=O)N/N=C/c1ccc(O)c2ccccc12)NO do in these assays?
INS-1E ATP HTS: 57*; T cruzi HTS: 5

What do the screens show for `COc1ccc(NC(=O)Nc2ccc3c(c2)CC(=O)N([C@@H](C)CO)C[C@H](C)[C@H](CN(C)CC2CC2)O3)cc1`?
INS-1E ATP HTS: 1; T cruzi HTS: -23

Results for COc1ccc(CN(C)C[C@H]2Oc3c(NC(=O)Nc4ccc(F)cc4)cccc3C(=O)N([C@@H](C)CO)C[C@@H]2C)cc1 ?
INS-1E ATP HTS: -3; T cruzi HTS: 3

What do the screens show for `C[C@@H]1CN([C@@H](C)CO)C(=O)Cc2cc(NS(=O)(=O)c3cn(C)cn3)ccc2O[C@@H]1CN(C)CC1CC1`?
INS-1E ATP HTS: -5; T cruzi HTS: -5

How did COc1ccc(S(=O)(=O)Nc2cccc3c2O[C@H](CN(C)S(=O)(=O)c2ccccc2)[C@@H](C)CN([C@H](C)CO)C3=O)cc1 do in these assays?
INS-1E ATP HTS: 3; T cruzi HTS: 11

How did C[C@H]1CN([C@@H](C)CO)C(=O)c2cc(NS(=O)(=O)c3ccc(Cl)cc3)ccc2O[C@@H]1CN(C)S(=O)(=O)c1ccccc1 do in these assays?
INS-1E ATP HTS: 3; T cruzi HTS: 14

Results for C[C@H](CO)N1C[C@H](C)[C@H](CN(C)S(=O)(=O)c2cccs2)Oc2c(NC(=O)C3CCCCC3)cccc2C1=O ?
INS-1E ATP HTS: 5; T cruzi HTS: -28

How did COc1ccc(NC(=O)Nc2cccc3c2O[C@H](CN(C)C(=O)Nc2cccc4ccccc24)[C@@H](C)CN([C@@H](C)CO)C3=O)cc1 do in these assays?
INS-1E ATP HTS: -5; T cruzi HTS: 11

Sorted by molar mass (high to low): part of the list above
How did COc1ccc(NC(=O)Nc2cccc3c2O[C@H](CN(C)C(=O)Nc2cccc4ccccc24)[C@@H](C)CN([C@@H](C)CO)C3=O)cc1 do in these assays?
INS-1E ATP HTS: -5; T cruzi HTS: 11

Results for CC(C)NC(=O)Nc1ccc2c(c1)CC(=O)N([C@@H](C)CO)C[C@@H](C)[C@@H](CN(C)C(=O)Nc1ccc3c(c1)OCO3)O2 ?
INS-1E ATP HTS: 9; T cruzi HTS: -27

Results for C[C@H](CO)N1C[C@H](C)[C@H](CN(C)S(=O)(=O)c2cccs2)Oc2c(NC(=O)C3CCCCC3)cccc2C1=O ?
INS-1E ATP HTS: 5; T cruzi HTS: -28

What do the screens show for `COc1ccc(NC(=O)Nc2ccc3c(c2)CC(=O)N([C@@H](C)CO)C[C@H](C)[C@H](CN(C)CC2CC2)O3)cc1`?
INS-1E ATP HTS: 1; T cruzi HTS: -23

How did CNC[C@@H]1Oc2c(NC(=O)c3ccncc3)cccc2C(=O)N([C@@H](C)CO)C[C@H]1C do in these assays?
INS-1E ATP HTS: 8; T cruzi HTS: -4

How did O=C(CCCCCC(=O)N/N=C/c1ccc(O)c2ccccc12)NO do in these assays?
INS-1E ATP HTS: 57*; T cruzi HTS: 5

New compounds follow
What do the screens show for `Cc1ccc(S(=O)(=O)N(C)C[C@@H]2Oc3ccc(NC(=O)CCCCCC(=O)Nc4ccccc4N)cc3C(=O)N([C@@H](C)CO)C[C@H]2C)cc1`?
INS-1E ATP HTS: 4; T cruzi HTS: 12

Results for C[C@H](CO)N1C[C@H](C)[C@H](CN(C)C(=O)NC2CCCCC2)Oc2c(NS(=O)(=O)c3ccc(F)cc3)cccc2C1=O ?
INS-1E ATP HTS: -2; T cruzi HTS: 59*

What do the screens show for `COc1ccc(NC(=O)N(C)C[C@H]2Oc3ccc(NS(=O)(=O)c4ccc(C)cc4)cc3CC(=O)N([C@H](C)CO)C[C@H]2C)cc1`?
INS-1E ATP HTS: 15; T cruzi HTS: -22

What do the screens show for `C[C@H](CO)N1C[C@H](C)[C@@H](CN(C)S(=O)(=O)c2cn(C)cn2)Oc2ccc(NS(=O)(=O)c3ccc(Cl)cc3)cc2C1=O`?
INS-1E ATP HTS: 4; T cruzi HTS: -13

What do the screens show for `C[C@@H]1CN([C@@H](C)CO)C(=O)c2cc(NC(=O)Nc3cccc4ccccc34)ccc2O[C@@H]1CN(C)Cc1ccc(-c2ccccc2)cc1`?
T cruzi HTS: 14

What do the screens show for `COC(=O)CCCCCCC(=O)N/N=C/c1ccccc1Cl`?
INS-1E ATP HTS: 0; T cruzi HTS: -23

What do the screens show for `C[C@H](CO)N1C[C@H](C)[C@H](CN(C)S(=O)(=O)c2ccc(F)cc2)Oc2ccc(NS(=O)(=O)c3cccs3)cc2C1=O`?
INS-1E ATP HTS: -9; T cruzi HTS: 11

How did CC(C)NC(=O)N(C)C[C@@H]1Oc2ccc(NS(=O)(=O)c3ccccc3)cc2CC(=O)N([C@@H](C)CO)C[C@@H]1C do in these assays?
INS-1E ATP HTS: 3; T cruzi HTS: -3

Results for C[C@H](CO)N1C[C@H](C)[C@H](CN(C)Cc2ccc(C(=O)Nc3ccccc3N)cc2)Oc2ccc(NC(=O)C3CCCCC3)cc2CC1=O ?
INS-1E ATP HTS: 29; T cruzi HTS: 61*

Results for COc1ccc(Br)c(/C=N/NC(=O)c2ccccn2)c1 ?
INS-1E ATP HTS: -7; T cruzi HTS: -6

Results for C[C@H](CO)N1C[C@H](C)[C@@H](CN(C)CC2CCCCC2)Oc2ccc(NC(=O)C3CC3)cc2C1=O ?
INS-1E ATP HTS: 7; T cruzi HTS: 1

Results for COc1ccccc1CN(C)C[C@@H]1OCc2cnnn2CCCC(=O)N([C@H](C)CO)C[C@@H]1C ?
T cruzi HTS: -15

What do the screens show for `COc1ccc(CN(C)C[C@@H]2Oc3c(NS(=O)(=O)c4ccc(C)cc4)cccc3C(=O)N([C@@H](C)CO)C[C@@H]2C)cc1`?
INS-1E ATP HTS: 5; T cruzi HTS: 2

What do the screens show for `C[C@@H]1CN([C@@H](C)CO)C(=O)c2cc(NS(=O)(=O)c3ccc(Cl)cc3)ccc2O[C@H]1CN(C)C(=O)Nc1ccc(C(F)(F)F)cc1`?
INS-1E ATP HTS: -4; T cruzi HTS: 9

Results for CC(C)NC(=O)Nc1ccc2c(c1)C(=O)N([C@H](C)CO)C[C@@H](C)[C@H](CN(C)Cc1ccc(-c3ccccc3)cc1)O2 ?
INS-1E ATP HTS: -28; T cruzi HTS: 16

Results for Cc1ccc(/C=N/NC(=O)CCCCCC(=O)NO)o1 ?
INS-1E ATP HTS: 108*; T cruzi HTS: 7

Results for C[C@H]1CN([C@@H](C)CO)C(=O)c2cccc(NC(=O)NC3CCCCC3)c2O[C@H]1CN(C)S(=O)(=O)c1cn(C)cn1 ?
INS-1E ATP HTS: 2; T cruzi HTS: -13

Results for C[C@H]1CN([C@@H](C)CO)C(=O)Cc2cc(NS(=O)(=O)c3ccccc3)ccc2O[C@@H]1CN(C)Cc1ccc(Oc2ccccc2)cc1 ?
INS-1E ATP HTS: 11; T cruzi HTS: 32

Results for Cc1ccc(S(=O)(=O)N(C)C[C@@H]2Oc3ccc(NC(=O)Cn4cnnn4)cc3CC(=O)N([C@@H](C)CO)C[C@@H]2C)cc1 ?
INS-1E ATP HTS: 8; T cruzi HTS: 12

What do the screens show for `C[C@H](CO)N1C[C@H](C)[C@@H](CN(C)CC2CC2)Oc2c(NC(=O)c3cnccn3)cccc2C1=O`?
INS-1E ATP HTS: -2; T cruzi HTS: -15

What do the screens show for `COc1ccc(NC(=O)N(C)C[C@@H]2OCCCC[C@@H](C)Oc3ccc(NC(=O)Nc4ccc(F)cc4)cc3C(=O)N([C@H](C)CO)C[C@@H]2C)cc1`?
INS-1E ATP HTS: 9; T cruzi HTS: 0

What do the screens show for `CC(C)NC(=O)N(C)C[C@H]1Oc2ccc(NC(=O)Nc3cccc4ccccc34)cc2CC(=O)N([C@@H](C)CO)C[C@H]1C`?
INS-1E ATP HTS: 9; T cruzi HTS: -8

Results for C[C@@H]1CN([C@@H](C)CO)C(=O)c2cc(NC(=O)Cc3cn(C)c4ccccc34)ccc2O[C@H]1CN(C)S(=O)(=O)c1cccs1 ?
INS-1E ATP HTS: -5; T cruzi HTS: 40

What do the screens show for `COc1ccc(NC(=O)N(C)C[C@@H]2Oc3c(NS(C)(=O)=O)cccc3C(=O)N([C@H](C)CO)C[C@H]2C)cc1`?
INS-1E ATP HTS: 3; T cruzi HTS: -13

Results for COc1ccc(NC(=O)N(C)C[C@@H]2Oc3ccc(NS(=O)(=O)c4ccccc4)cc3C(=O)N([C@H](C)CO)C[C@@H]2C)cc1 ?
INS-1E ATP HTS: 3; T cruzi HTS: -5

Results for C[C@H](CO)N1C[C@H](C)[C@H](CN(C)Cc2ccc(Cl)c(Cl)c2)Oc2ccc(NC(=O)CCCCCC(=O)Nc3ccccc3N)cc2C1=O ?
INS-1E ATP HTS: 6; T cruzi HTS: -16

How did C[C@@H]1CN([C@H](C)CO)C(=O)c2cc(NC(=O)C3CCCCC3)ccc2O[C@@H]1CN(C)C(=O)Nc1cccc2ccccc12 do in these assays?
INS-1E ATP HTS: 5; T cruzi HTS: -19

Results for COc1cccc(CN(C)C[C@H]2OCc3cnnn3CCCC(=O)N([C@H](C)CO)C[C@@H]2C)c1 ?
T cruzi HTS: 15

What do the screens show for `C[C@@H]1CCCCO[C@@H](CN(C)C(=O)Nc2ccc3c(c2)OCO3)[C@@H](C)CN([C@H](C)CO)C(=O)c2cc(NS(=O)(=O)c3cccs3)ccc2O1`?
INS-1E ATP HTS: 3; T cruzi HTS: 6

What do the screens show for `C[C@H](CO)N1C[C@H](C)[C@H](CN(C)Cc2ccc(Oc3ccccc3)cc2)Oc2ccc(NS(C)(=O)=O)cc2CC1=O`?
INS-1E ATP HTS: -22; T cruzi HTS: 12

What do the screens show for `C[C@@H]1CN([C@H](C)CO)C(=O)Cc2cc(NS(C)(=O)=O)ccc2O[C@@H]1CN(C)Cc1ccc2c(c1)OCO2`?
INS-1E ATP HTS: 2; T cruzi HTS: -10

Results for C[C@H]1CN([C@@H](C)CO)C(=O)c2cc(NS(=O)(=O)c3ccc(Cl)cc3)ccc2O[C@@H]1CN(C)C(=O)Nc1ccc(C(F)(F)F)cc1 ?
INS-1E ATP HTS: -54; T cruzi HTS: 11

Results for C[C@H]1CN([C@@H](C)CO)C(=O)c2cccc(NC(=O)NC3CCCCC3)c2O[C@H]1CN(C)C ?
INS-1E ATP HTS: 4; T cruzi HTS: -13

Results for C[C@@H]1CN([C@H](C)CO)C(=O)CCCn2cc(nn2)CO[C@@H]1CN(C)C(=O)c1cc(-c2ccccc2)on1 ?
T cruzi HTS: -16

What do the screens show for `C[C@@H]1CN([C@@H](C)CO)C(=O)c2cc(NC(=O)CCCN(C)C)ccc2O[C@@H]1CN(C)Cc1ccc(C(=O)O)cc1`?
INS-1E ATP HTS: 2; T cruzi HTS: -16

What do the screens show for `COc1ccc(NC(=O)Nc2cccc3c2O[C@@H](CN(C)C)[C@@H](C)CN([C@@H](C)CO)C3=O)cc1`?
INS-1E ATP HTS: -4; T cruzi HTS: -19

How did Cc1noc(C)c1NC(=O)Nc1cccc2c1O[C@@H](CN(C)C(=O)Nc1ccccc1)[C@H](C)CN([C@H](C)CO)C2=O do in these assays?
INS-1E ATP HTS: 11; T cruzi HTS: -20

Results for C[C@H]1CN([C@@H](C)CO)C(=O)Cc2cc(NC(=O)Cc3ccccc3)ccc2O[C@@H]1CN(C)Cc1ccc2c(c1)OCO2 ?
INS-1E ATP HTS: -4; T cruzi HTS: 57*

What do the screens show for `Cc1ccc(S(=O)(=O)N(C)C[C@H]2Oc3c(NC(=O)Nc4ccc(F)cc4)cccc3C(=O)N([C@@H](C)CO)C[C@H]2C)cc1`?
INS-1E ATP HTS: -40; T cruzi HTS: -12

What do the screens show for `Cc1noc(C)c1NC(=O)N(C)C[C@@H]1Oc2ccc(NC(=O)Cc3cn(C)c4ccccc34)cc2C(=O)N([C@@H](C)CO)C[C@H]1C`?
INS-1E ATP HTS: 2; T cruzi HTS: -15

How did Cc1noc(C)c1S(=O)(=O)N(C)C[C@H]1OCc2cnnn2CCCC(=O)N([C@@H](C)CO)C[C@H]1C do in these assays?
T cruzi HTS: 10

How did Cc1noc(C)c1S(=O)(=O)N(C)C[C@@H]1Oc2ccc(NC(=O)NC3CCCCC3)cc2CC(=O)N([C@H](C)CO)C[C@H]1C do in these assays?
INS-1E ATP HTS: 2; T cruzi HTS: 3

Results for C[C@H](CO)N1C[C@H](C)[C@@H](CN(C)S(C)(=O)=O)Oc2ccc(NS(=O)(=O)c3ccc(Cl)cc3)cc2C1=O ?
INS-1E ATP HTS: 7; T cruzi HTS: 7

How did C[C@H](CO)N1C[C@H](C)[C@@H](CN(C)Cc2ccc(Cl)c(Cl)c2)Oc2ccc(NS(C)(=O)=O)cc2C1=O do in these assays?
INS-1E ATP HTS: -2; T cruzi HTS: 14
